# Myeloid diff MLP – induction of myeloid progenitor differentiation, primary screen, cell-based, flow cytometry, MLPCN library; calls only at 10 µM; 360,000 compounds, 1% hits; ER-HoxA9 myeloid progenitors, lysozyme-GFP differentiation;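 active = normalized GFP-positive differentiation at or above the plate's own cutoff, the solvent-only control mean plus 3 SD; inconclusive = no clear call, values can overlap the other calls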;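 also: cells exposed to compound for four days before flow analysis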
# TNAP activation fold – human TNAP enzyme activators, primary screen, biochemical, luminescent, no phosphate acceptor, uHTS (AID 1001). purified TNAP, luminescent activation assay, no phosphate acceptor; higher activation fold means a stronger effect. activation fold at 20 µM, or EC50 in µM where a hit was titrated. 200,000 compounds, 0.03% hits; in the data active = activation fold from about 3, or a potency from the dose series; inactive = the rest, 99 in 100 with activation fold below about 1.6; also: many of its hits are not listed in these tables
# PMI inhibitors – inhibitors of human PMI, primary screen, biochemical, fluorescence intensity, coupled assay (AID 1209); 190,000 compounds, 0.42% hits; Mannose-6-phosphate isomerase (Homo sapiens); purified PMI enzyme, coupled fluorescence intensity; higher % means a stronger effect; one-dose inhibition, % at 20 µM; IC50 in µM for titrated hits;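 also: plate controls were DMSO vehicle for no effect and wells lacking substrate for full effect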
# WT yeast gro inh – growth inhibition of WT strain, primary screen, mitochondrial fusion inhibitor project, WT and mutant strains, chemical genetic; inhibition, % at 10 µM; mitochondrial fusion phenotypic screen; 190,000 compounds, 2.1% hits; in the data active = inhibition above about 58%; tested in S. cerevisiae
# ER stress rescue – rescue of cells from ER stress-induced death, primary screen, 384-well, CSM14.1, thapsigargin, ATP luminescence (AID 1222) | cellular ATP content (survival), % at 20 µM; hits with a dose series show EC50 in µM | CSM14.1 thapsigargin-induced death rescue, ATP luminescence; higher % means a stronger effect | 190,000 tested, under 10 active;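 active = EC50 below 50 µM in the dose-response confirmation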;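 also: death triggered by thapsigargin at about 15 µM added after 2 h compound pretreatment; cell ATP read after overnight thapsigargin exposure of roughly 18 to 22 hours; normalized against plate controls of thapsigargin alone and 5% DMSO vehicle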
# P. falciparum M1AAP – P. falciparum M1AAP inhibitors, biochemical, fluorogenic H-Leu-NHMec substrate, 1536-well (AID 1445). recombinant M1AAP, H-Leu-NHMec fluorogenic kinetic assay; higher % means a stronger effect. inhibition, % at 30 µM; hits with a dose series show IC50 in µM. 220,000 compounds, 0.42% hits;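 active = primary inhibition above the hit cutoff, then over 50% inhibition at one or more dose response concentrations, cut at about 23% in these data, passing the limit was not always enough; inconclusive = conflicting primary data, or primary hits not chosen for dose response; inactive = low primary inhibition, or under 50% at every dose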;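 also: plate controls were DMSO full reaction for no effect and no enzyme background for full effect; strong numbers were not always called active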
# PMI inhibition – human PMI inhibitors, high substrate, primary screen, biochemical, fluorescence intensity, high mannose 6-phosphate (AID 1220). recombinant PMI enzyme, coupled fluorescence intensity; higher % means a stronger effect. Mannose-6-phosphate isomerase (Homo sapiens). one-dose inhibition, % at 20 µM; IC50 in µM for titrated hits. 190,000 compounds, 0.66% hits
# Hep lipid drop – inhibitors of hepatocyte lipid droplet formation, primary screen, imaging, high-throughput imaging, BODIPY stain. AML12 mouse hepatocytes, oleate lipid droplets. inhibition, % at 6.5 µM. 240,000 compounds, 0.4% hits;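 active = lipid droplet intensity inhibited by at least 50%, with more than 500 cells counted; inconclusive = wells with under 300 cells, treated as cytotoxic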
#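 Assay system: AML12 mouse liver cells | Compound: 6.5 µM single-point dosing | Schedule: Overnight exposure | Technique: Fluorescence imaging, 20x objective, two fields per well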
# UTI89 phage lysis – inhibition of K1F phage lysis, E. coli UTI89, bacterial capsule biogenesis inhibitors, alamar blue (AID 488966). inhibition, % at 100 µM; hits with a dose series show IC50 in µM. E. coli UTI89 K1F phage lysis, alamar blue, 2 h; higher % means a stronger effect. 340,000 compounds, 0.02% hits;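 active = phage lysis inhibition, versus mean bacterial control, above a set limit; inconclusive = no clear call, values can overlap the other calls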;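 also: capsule biogenesis inhibitors block K1F phage lysis so surviving cells raise fluorescence; higher fluorescence means more inhibition of phage lysis; actives were called in the ten point dose series up to 300 µM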
# WT yeast gro inh mutant strain – recorded beside WT yeast gro inh, whose call it bears; inhibition, %; mitochondrial fusion phenotypic screen, mutant strain inhibition
# Hep lipid drop cells 6.5 µM – further read-out of Hep lipid drop, marked with its call; cell count; measured here: cell count, cytotoxicity flag;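 cells counted across two imaged fields per well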
# Myeloid diff MLP GFP+ MAC1+ % – second read-out of Myeloid diff MLP, no call of its own (marks repeat the call); GFP+ MAC1+ double positive, %; measured here: differentiation confirmed by MAC1 staining
# Starred values were filed as active, the others as inactive; i = inactive; ? = inconclusive; . = not tested or not shown; + = active, no number; [ ] = another dose, or the depositor's remark. Rule as the data show it, unless noted: active = inhibition above about 50%; inactive = the rest.
# Results follow in this order: WT yeast gro inh mutant strain, UTI89 phage lysis, Hep lipid drop cells 6.5 µM, WT yeast gro inh, ER stress rescue, Myeloid diff MLP GFP+ MAC1+ %, P. falciparum M1AAP, PMI inhibition, Myeloid diff MLP, TNAP activation fold, Hep lipid drop, PMI inhibitors
Cc1cccc(CSc2ccc3nnc(-c4cccs4)n3n2)c1
  -4, 0.1%, 653, 16, 0.1%, 0.4, -1%, -3%, i, 1, -3, 4%
CC(C)c1ccc(NC(=O)C(c2ccccc2)N(C)C(=O)c2cnccn2)cc1 (stereo unspecified)
  6, 0.6%, 757, 3, 2.4%, 0.7, 2%, 15%, i, 1.1, -21, 10%
O=C(O)c1ccc2nc(-c3ccccc3)c(-c3ccccc3)nc2c1
  -11, -1.2%[50 µM], 697, -4, -1.4%, 0.4, -2%, 18%, i, 1, 0, 18%
O=C1N=C(N2CCOCC2)S/C1=C/c1cccs1
  -2, -0.1%, ., 5, -0.8%, 12*, 11%, -5%, +, 1.1, ., -2%
Oc1ccc(O)c(Cc2nc3ccccc3s2)c1
  13, -2.0%, 690, 5, -1.4%, 0.6, 4%, 4%, i, 0.4, -4, 2%
CCOc1ccc(C(=O)NCc2ccncc2)cc1OCC
  -4, 0.3%, ., 0, 0.3%, 0.0, 9%, -3%, i, 1.1, ., 0%
Clc1nnc(NN=C2CCCC2)c2ccccc12
  -14, 0.2%, 773, 3, -5.7%, 0.4, 9%, -90%, i, 1.3, -17, -50%
O=C(C1CCN(S(=O)(=O)c2cccs2)CC1)N(c1ccccn1)C1CCCCC1
  12, 0.4%, 699, 10, 0.7%, 0.5, 2%, -3%, i, 1, 13, 1%
COc1ccc(C(=O)NC(=S)Nc2cccnc2)cc1OC
  0, -0.3%, 703, 1, 1.1%, 0.2, 3%, 1%, i, 1, -6, -4%
CCN(CC)S(=O)(=O)c1ccc2oc(C(=O)NC3CCCc4ccccc43)c(C)c2c1 (stereo unspecified)
  -2, 0.1%, 737, 7, -0.4%, 5.9, 0%, 8%, i, 1, -4, 14%
CC1(C(=O)NC2CCCC2)CCC(=O)N1Cc1ccccc1 (stereo unspecified)
  -5, 3.8%, ., -5, 0.8%, 0.7, 4%, 3%, i, 1.2, ., 4%
C=CCS(=O)(=O)c1cccc2cccnc12
  0, 2.2%, 731, 15, -1.4%, 0.3, 3%, -8%, i, 1.1, -8, -4%
Cc1ccc(C(=O)Nc2cccc(C(F)(F)F)c2)cc1Nc1ccccn1
  ., 0.8%, 742, ., ., ., -5%, ., ?, ., 0, .
CC(C)NC(=O)NC(=O)CSc1ccccc1F
  -1, 3.0%[50 µM], 555, -14, 1.3%, 0.1, 0%, -5%, i, 1.1, -11, 2%
O=C(O)C1C(c2ccccc2)C(C(=O)OCc2ccco2)C1c1ccccc1 (stereo unspecified)
  1, 0.6%, ., -4, 0.6%, 0.5, 4%, 13%, i, 1, ., 9%
CCCC(=O)OCCNc1cc(Sc2nc3ccccc3[nH]2)c2nonc2c1[N+](=O)[O-]
  7, -1.9%, 699, 4, -1.9%, ., 15%, 33%, ?, 0.7, -14, 3%
Cc1ccc(/C=C/C(=O)N2CCCC(C)C2)cc1 (stereo unspecified)
  -11, 12%, 662, -12, 0.7%, 0.3, 4%, 9%, i, 1.1, 2, 10%
CCOC(=O)Cc1cc(=O)c2cc(C)ccc2[nH]1
  ., 0.0%, 661, ., ., 0.3, 5%, ., i, ., -5, .
COc1ccc(NC(=O)C23CCC(C)(C(=O)C2)C3(C)C)cc1 (stereo unspecified)
  -15, 1.0%, 659, -12, ., 0.7, 2%, 7%, i, 1.1, -25, 7%
CC(=O)N1CCc2cc(S(=O)(=O)NCCC(=O)NC3CCCc4ccccc43)ccc21 (stereo unspecified)
  -4, -2.4%, 693, -12, ., 1.2, 4%, 2%, i, 1.1, 0, 2%
O=C(Nc1nc(-c2ccc(F)c(F)c2)cs1)c1ccc(OCC2CCCO2)cc1 (stereo unspecified)
  -1, 5.6%, 648, -7, -3.8%, 0.5, 3%, 3%, i, 1, -15, 0%
COc1ccc(C(=O)OCC(=O)NC2CC2)cc1S(=O)(=O)N1CCOCC1
  0, 1.3%, 708, -14, -2.1%, 0.2, -2%, -9%, i, 1.1, -2, -17%
O=C(NNc1nc(N2CCOCC2)nc(N2CCOCC2)n1)Nc1ccc(Cl)cc1
  16, ., 677, -14, -0.2%, ., -3%, 2%, ., 1.2, 1, 2%
CC1CC(C)CN(C(=O)Cn2c(=O)n(CCCCC(=O)NC3CCCC3)c(=O)c3ccccc32)C1 (stereo unspecified)
  6, 0.7%, 744, 2, -0.9%, 1.0, 1%, 10%, i, 1.1, 25, 10%
COc1ccc(-c2cc(-c3ccccc3)nc(-c3ccc4c(c3)NC(=O)CO4)c2)cc1
  9, 0.5%, 756, 20, -2.3%, 0.7, -3%, 6%, i, 1.1, 16, 12%
O=C1/C(=C/c2ccc(F)cc2)SC(=S)N1N1CCOCC1
  ., 0.7%, 656, ., ., 0.5, 1%, ., i, ., 16, .
O=[N+]([O-])c1ccc(C[n+]2cccc3ccccc32)cc1
  14, 0.3%, 751, 2, ., 1.3, 3%, 2%, i, 1.2, 32, 2%
O=C(Nc1cccc2ccccc12)N1CC=C(c2ccccc2)CC1
  8, 0.2%, 736, 46, -0.4%, 1.1, 9%, 5%, i, 1.2, -38, 8%
C=CCn1c(=O)/c(=C/c2ccc(C)o2)s/c1=C(/C#N)C(=O)c1ccccc1
  5, -0.3%, ., 0, -0.3%, 0.7, 14%, -15%, i, 0.9, ., -38%
C=CCNC(=O)C1CC(=O)N(c2ccc(OCC(=O)Nc3ccccc3)cc2)C1 (stereo unspecified)
  -12, 0.5%[50 µM], 729, 0, 5.0%, 2.4, 9%, 9%, i, 1.2, 30, 8%
CCn1ncc(Br)c1C(=O)Nc1ncc(C)s1
  -16, 0.4%, 698, -19, 0.4%, 0.1, 3%, -4%, i, 1.1, 1, -6%
O=C(CSc1nc2ccccc2c(=O)n1CCCC(=O)N1CCCC1)NCc1ccco1
  55, -0.3%, ., 25, 9.8%, 1.0, 6%, -5%, i, 1.1, ., -4%
COCc1cc(C)nc(NC2CCCCC2)c1C#N
  ., -1.2%, 730, ., -2.1%, 1.0, 6%, -9%, i, 1.1, -4, -1%
CC1CCCC(C)N1S(=O)(=O)c1ccc(S(=O)(=O)NCCc2ccncc2)cc1 (stereo unspecified)
  -4, 1.0%, 781, -6, -2.5%, 6.8, -10%, 14%, i, 1.1, 10, 12%
O=C(CSCc1ccc([N+](=O)[O-])cc1)N/N=C/c1cccnc1
  -10, -1.9%, 684, 4, -0.2%, 0.3, 2%, ., i, 1.1, 25, .
Oc1ccc(N=Nc2c(O)ccc3ccccc23)cc1
  54*, 0.2%, 683, 98*, -3.2%, ., 7%, 21%, ?, 0.7, 21, 24%
CCC/C=N/NC(=O)c1[nH]c2c([N+](=O)[O-])cccc2c1C
  9, 0.1%, 653, -3, -1.1%, 0.3, 3%, 11%, i, 1.2, -2, 11%
Cc1ccc(NC(=O)Cn2nnc3ccccc3c2=O)cc1
  -6, 0.3%, 752, -3, -0.8%, 0.1, -6%, -13%, i, 1.1, 8, -16%
CN1CCN(c2ccc(NC(=O)CN3CCOCC3)cc2F)CC1
  9, 0.6%, 694, -9, ., 0.1, 17%, -1%, i, 1, 13, -14%
Cc1cc2ccccc2nc1SCC(=O)N1c2ccccc2CC1C (stereo unspecified)
  -5, 0.9%, 816, 14, -2.8%, 0.9, 6%, 4%, i, 1, -10, 2%

# Limited to WT yeast gro inh mutant strain (four entries from above):
structure	WT yeast gro inh mutant strain
CC1CCCC(C)N1S(=O)(=O)c1ccc(S(=O)(=O)NCCc2ccncc2)cc1 (stereo unspecified)	-4
O=C(CSCc1ccc([N+](=O)[O-])cc1)N/N=C/c1cccnc1	-10
Oc1ccc(N=Nc2c(O)ccc3ccccc23)cc1	54*
CCC/C=N/NC(=O)c1[nH]c2c([N+](=O)[O-])cccc2c1C	9

# New compounds follow
# Results follow in this order: WT yeast gro inh mutant strain, UTI89 phage lysis, Hep lipid drop cells 6.5 µM, WT yeast gro inh, ER stress rescue, Myeloid diff MLP GFP+ MAC1+ %, P. falciparum M1AAP, PMI inhibition, Myeloid diff MLP, TNAP activation fold, Hep lipid drop, PMI inhibitors
CCCN(CCC)CCCNC(=O)c1cc2c(=O)[nH]c3ccccc3c2n1C
  9, -0.7%, 709, -1, -5.6%, 0.6, 5%, -14%, i, 0.9, -4, -6%
CCSc1nnc(Cn2c(=O)sc3ccccc32)n1-c1ccccc1C
  6, 1.4%, 659, 18, -1.0%, 2.5, 5%, -12%, i, 1.1, -39, -5%
O=C(CC1OC(=O)c2ccccc21)Nc1ccccc1N1CCOCC1 (stereo unspecified)
  -4, 0.2%, ., -3, -2.6%, 1.1, 1%, -8%, i, 1.1, ., -3%
COc1cccc(CC2(CO)CCCN(Cc3ccc(CO)o3)C2)c1 (stereo unspecified)
  7, 0.0%, 735, 2, -1.4%, 0.6, 6%, 0%, i, 1, -5, 7%
CCCCN(C(=O)CN1CC(C)OC(C)C1)c1c(N)n(CC(C)C)c(=O)[nH]c1=O (stereo unspecified)
  11, 1.3%, 684, -15, -1.4%, 0.2, 19%, -17%, i, 1.1, 6, 5%
COC(=O)c1ccc(C2/C(=C(\O)c3cccc(OC)c3)C(=O)C(=O)N2CCCN(C)C)cc1 (stereo unspecified)
  -12, 2.6%, 574, -1, 1.8%, 0.0, 1%, -4%, i, 1.2, 0, 4%
CCCNc1nc2c(c(=O)n(C)c(=O)n2C)n1Cc1cccc(C)c1
  -6, -0.2%, ., -16, -1.5%, 6.3, 4%, 6%, i, 1, ., 9%
COc1ccc(CCNC(=O)CCN2C(=O)C3CC=CCC3C2=O)cc1OC (stereo unspecified)
  15, 1.1%, 620, -30, -1.1%, 1.5, 7%, 33%, i, 1.1, -26, -1%
CC(CC(=O)Nc1ccncc1)c1ccccc1 (stereo unspecified)
  12, -0.7%, 755, 3, -1.2%, 0.9, 0%, 6%, i, 1.1, 6, 9%
CCCCn1c(SCC2CCCO2)nc2cc(S(N)(=O)=O)ccc21 (stereo unspecified)
  -9, -0.2%, 787, -25, -1.1%, 0.9, 4%, -1%, i, 1.2, 10, 0%
O=C(NN1C(=O)CSC1=S)C(=O)NN1C(=O)CSC1=S
  16, 0.5%, 723, 10, -1.0%, 0.3, 11%, -8%, i, 2.4, 17, 5%

# Screening data as filed in PubChem BioAssay.
